Assay outcomes: PubChem BioAssay, National Center for Advancing Translational Sciences (NCATS)
IMPase Li cell: qHTS Assay for Identifying the Cell-Membrane Permeable IMPase Inhibitors: Potentiation with Lithium; 0.35% of 210,000 active; AID 1457, 2008; Potency, µM (series often up to 59.4 µM), without a hit: top-dose activity, negative = IMPase inhibition, actives largely listed as inhibitors; CHO-M1 cells, IP1 TR-FRET (IP-One), carbachol + lithium;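 note: IP1 builds up when IMPase is blocked and the TR-FRET signal falls; potency is the fitted concentration of half-maximal effect; plate controls were basal vehicle for no effect and high inhibitor control for full effect; nearly all actives have a fitted effect of over 50% in size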
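Readout is a homogeneous TR-FRET IP1 immunoassay (Ex 320, Em 665 and 620), where raised cytosolic IP1 lowers signal. Cells were CHO-M1 treated 30 min at 37C with test compounds plus a little lithium; AC50 values came from Hill-equation fitting.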
NPSR antag: qHTS Assay for Antagonists of the Neuropeptide S Receptor: cAMP Signal Transduction. 1% of 220,000 active. CHO-NPSR cells, cAMP TR-FRET, antagonist mode. AID 1461, 2008. Q6W5P4. Potency, µM (series often up to 38.3 µM), for inactives: top-dose activity change, negative = inhibition, most hits filed as inhibitors; note: potency is the fitted concentration of half-maximal effect; % is set by controls: 0 for no effect and ±100 for the full control effect; nearly all actives have a fitted effect of over 50% in size; many of its hits are not listed in these tables
Target sequence (Q6W5P4 whole entry, looked up): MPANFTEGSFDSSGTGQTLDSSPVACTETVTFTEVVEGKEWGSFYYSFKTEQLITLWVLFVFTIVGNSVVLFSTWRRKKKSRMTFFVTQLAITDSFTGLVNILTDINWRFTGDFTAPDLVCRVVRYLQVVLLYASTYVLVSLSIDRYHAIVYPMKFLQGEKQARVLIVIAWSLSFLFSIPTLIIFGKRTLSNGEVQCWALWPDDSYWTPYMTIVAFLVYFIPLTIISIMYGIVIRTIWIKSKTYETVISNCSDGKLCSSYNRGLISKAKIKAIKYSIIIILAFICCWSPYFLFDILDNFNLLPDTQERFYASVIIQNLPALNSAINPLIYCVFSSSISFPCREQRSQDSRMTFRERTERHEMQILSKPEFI
CBFb RUNX1 block: qHTS Assay for Compounds Blocking the Interaction Between CBF-beta and RUNX1 for the Treatment of Acute Myeloid Leukemia; Potency, µM (doses to about 59.8 µM), without a hit: at the top dose activity, negative = inhibition, most hits filed as inhibitors; AlphaScreen CBFb-His/RUNX1-biotin binding, biochemical; AID 1477, 2009; 230,000 tested, under 10 active; Runt-related transcription factor 1 (Homo sapiens) + Core-binding factor subunit beta …; note: % of control where 0% means no effect
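CBF-beta (His) and RUNX1 (biotin), 30 nM each; 20 min preassociation; + compound, 15 min; + beads 50 ng each (Ni, streptavidin), 90 min; RT; AlphaScreen read.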
Lamin A splicing: qHTS Assay for Modulators of Lamin A Splicing; Potency, µM (series often up to 46.1 µM), inactives show at the top dose ratio change, negative = inhibition, most hits filed as inhibitors; HeLa LMNA splicing GFP/RFP minigene ratio, 48 h; 0.01% of 200,000 active; active = well fitted inhibition curve with a large enough effect in the signal ratio, with a control signal flat, not every such curve was filed as active; inconclusive = small, poorly fitted or top-dose-only effect, or effect the other way, or a change in a side signal; the % refers to the signal ratio; note: potency is the fitted concentration of half-maximal effect; % is set by controls: 0 for no effect and ±100 for the full control effect
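S3 HeLa stable clones carrying a lamin A-EGFP splicing minigene plus DsRed2 were seeded at 600 cells/well in Opti-MEM with 2% FBS, pin-dosed and incubated 48 h at 37°C. Acumen cytometry (488 nm) gave the GFP/RFP total-intensity ratio.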
Epigenetic derep: Quantitative High-Throughput Screen for Regulators of Epigenetic Control | Potency, µM (series often up to 53.9 µM), inactives show at the highest dose GFP activation, most hits filed as activators | 0.2% of 280,000 active | AID 1865, 2009 | murine LDR cells, GFP reporter derepression, 30 h; note: potency is the fitted concentration of half-maximal effect; % of control where 0% means no effect; nearly all actives have a fitted effect of over 60% in size
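Readout is the number of GFP-expressing murine LDR cells, counted by cytometry following washing. Cells were treated with compound for 30 h at 37 C; the stably integrated CMV-GFP locus is normally silent.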
aGal spleen mod: qHTS Assay for Inhibitors and Activators of Human alpha-Galactosidase From Spleen Homogenate | human spleen homogenate, 4MU-alpha-Gal fluorescence, 40 min | 0.008% of 240,000 active | Alpha-galactosidase A (Homo sapiens), P06280 | Potency, µM (titrated, usually from 80 µM), without a hit: at the top dose activity change, negative = inhibition, most hits filed as inhibitors;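 note: potency is the fitted concentration of half-maximal effect; 0% = enzyme with vehicle and -100% = no enzyme basal signal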
Target sequence (P06280 32-429 limits assumed): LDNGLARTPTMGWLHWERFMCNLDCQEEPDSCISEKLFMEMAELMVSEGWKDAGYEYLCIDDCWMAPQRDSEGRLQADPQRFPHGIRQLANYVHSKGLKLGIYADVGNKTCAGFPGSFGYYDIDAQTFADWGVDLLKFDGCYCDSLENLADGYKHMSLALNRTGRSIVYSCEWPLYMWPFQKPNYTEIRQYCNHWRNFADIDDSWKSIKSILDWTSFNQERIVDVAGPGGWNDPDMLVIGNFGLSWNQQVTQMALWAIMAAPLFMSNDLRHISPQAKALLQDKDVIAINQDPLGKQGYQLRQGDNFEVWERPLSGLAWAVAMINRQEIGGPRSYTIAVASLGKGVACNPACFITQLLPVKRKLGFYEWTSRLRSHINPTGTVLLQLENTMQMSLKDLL
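Spleen homogenate 1 ug + cpd (titration) + 4-MU-alpha-D-galactopyranoside 1 mM; 37C 40 min; 50 mM citrate/phosphate pH 5.0, 0.01% Tween-20; stop pH 10; fluorescence 365/440; AC50 via Hill.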
Luc counter: Counterscreen for Luciferase (Kinase-Glo TM) Inhibition; AID 1379, 2008; Luciferin 4-monooxygenase (Photuris pensylvanica), Q27757; Potency, µM (series often up to 38.3 µM), inactives show at the top dose activity change, negative = inhibition, most hits filed as inhibitors; 0.28% of 200,000 active; Kinase-Glo luciferase, ATP luminescence, 8 min; note: potency is the fitted concentration of half-maximal effect; % is set by controls: 0 for no effect and ±100 for the full control effect; nearly all actives have a fitted effect of over 60% in size
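Compound is pinned into ATP-containing buffer (10 uM ATP, imidazole pH 7.2, 7 mM MgCl2). Kinase-Glo luciferase reagent is then added. Light output is recorded following an 8-min room-temperature incubation.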
Active calls of the source: *; u = inconclusive; x = no result given; & = joins results of further samples; [ ] = remark or other dose. Unless noted, calls come from the whole dose curve; as a rule, active = well fitted curve in the direction sought with a large enough effect; inconclusive = small, poorly fitted or top-dose-only effect, or another doubt; inactive = no such curve, though single readings can be large; an effect the other way counts as inactive or inconclusive. A portion of the library, so the mix of outcomes need not match the whole.

SMILES | IMPase Li cell | NPSR antag | CBFb RUNX1 block | Lamin A splicing | Epigenetic derep | aGal spleen mod | Luc counter
COC(=O)C(CCCN1C(=O)c2ccccc2C1=O)(NC(C)=O)c1nn[nH]n1 (configuration not stated) | 4% | 9% | -2% | u | 0.0% | -3% | 2%
COC(=O)CNC(=O)c1cn(CC(C)C)c(=O)c2cc(OC)c(OC)cc12 | 6%[38.3 µM] | -15%[46.1 µM] | -2% | 5% | 0.0% | -4% | 0%
CCOc1ccc(OCCCCn2ccnc2)cc1 | 3% | 16% | 10% | u | -1.3% | 4% | -2%
CC(=O)c1c(C)[nH]c(C(=O)OCC(=O)N2CCN(S(=O)(=O)c3ccc(C)cc3C)CC2)c1C | 37%[38.3 µM] | -17%[46.1 µM] | 3% | u | 0.1% | -7% | -1%
O=C(CSc1ccc(-c2ccco2)nn1)NCc1ccccc1Cl | u | -1% | -2% | -7% | -1.0% | 5% | 2%
O=C(Cc1cccs1)Nc1nncs1 | -6%[38.3 µM] | -2%[46.1 µM] | 2% | 1% | 1.1% | 11% | 2%
O=C(COc1ccc([N+](=O)[O-])cc1)N/N=C/c1ccccn1 | -8%[38.3 µM] | -9%[46.1 µM] | 2% | 11% | -3.1% | -7% | -1%
COc1ccc(-n2c(Cc3cccn3C)nnc2SCC(N)=O)cc1 | 0% | 2% | 0% | -7% | 0.0% | 6% | 5%
CN(C)C1C(=O)C(C(N)=O)=C(O)[C@@]2(O)C(=O)C3=C(O)c4c(O)ccc(Cl)c4C(O)[C@H]3C[C@@H]12 (some centres not stated) | -29% | x | 3% | x | -1.3% | 16% | -2%
CCOP(=O)(OCC)C(C)(C)NC(=O)Nc1ccc(Cl)c(Cl)c1 | x | 2% | 7% | x | 7.5% | 7% | x
O=C(Nc1nc2nc(-c3ccccc3)cc(-c3ccccc3)n2n1)c1ccco1 | 3% | u | 7% | u | 0.0% | -1% | -1%
Cc1ccn2c(C(=O)N/N=C\c3cccs3)c(C)nc2c1 | 16% | -18%[46.1 µM] | 5% | -15% | -12% | 3% | 2%
CCOc1ccccc1C(=O)OCC(=O)Nc1ccc(OC(F)F)cc1 | 29%[38.3 µM] | -19%[46.1 µM] | 3% | 1% | -3.9% | 6% | -1%
CCSc1nnc(NC(=O)C2CCCCC2C(=O)OCC(F)(F)C(F)F)s1 (configuration not stated) | 16% | 0%[46.1 µM] | -1% | -7% | 0.9% | 11% | 2%
O=C1c2ccccc2C(=O)N1CCCn1c(=O)oc2ccccc21 | 13%[38.3 µM] | -7%[46.1 µM] | 3% | 10% | -1.1% | 6% | -2%
CCCCc1ccc(NC(=S)NCc2cccnc2)cc1 | 0% | 0% | 1% | u | 3.1% | 1% | 4%
Cc1cc(C)c[n+](-c2nc3ccccc3nc2C(=C=[N-])C#N)c1 | 15% | -16% | -11%&-5% | -30%[46 µM] | -1.6%&3.1% | 2%&-2% | 2%&3%
CC(=O)N1CCN(c2cc(N3CCc4ccccc4C3)c(F)cc2[N+](=O)[O-])CC1 | 15%[38.3 µM] | -27%[46.1 µM] | -25% | 13% | 0.0% | 1% | 0%
Cc1cc(CN2C(=O)c3ccccc3C2=O)cc(N2CCOCC2)c1 | 3%[38.3 µM] | -9%[46.1 µM] | -1% | 10% | 0.8% | 8% | 4%
CCc1cccc2nc3c(c([Si](C)(C)C)c12)Cn1c-3cccc1=O | -4% | x | 27% | x | 3.6% | u | -1%

The closing 6 compounds of the part above are carried over, then new ones follow.
SMILES | IMPase Li cell | NPSR antag | CBFb RUNX1 block | Lamin A splicing | Epigenetic derep | aGal spleen mod | Luc counter
O=C1c2ccccc2C(=O)N1CCCn1c(=O)oc2ccccc21 | 13%[38.3 µM] | -7%[46.1 µM] | 3% | 10% | -1.1% | 6% | -2%
CCCCc1ccc(NC(=S)NCc2cccnc2)cc1 | 0% | 0% | 1% | u | 3.1% | 1% | 4%
Cc1cc(C)c[n+](-c2nc3ccccc3nc2C(=C=[N-])C#N)c1 | 15% | -16% | -11%&-5% | -30%[46 µM] | -1.6%&3.1% | 2%&-2% | 2%&3%
CC(=O)N1CCN(c2cc(N3CCc4ccccc4C3)c(F)cc2[N+](=O)[O-])CC1 | 15%[38.3 µM] | -27%[46.1 µM] | -25% | 13% | 0.0% | 1% | 0%
Cc1cc(CN2C(=O)c3ccccc3C2=O)cc(N2CCOCC2)c1 | 3%[38.3 µM] | -9%[46.1 µM] | -1% | 10% | 0.8% | 8% | 4%
CCc1cccc2nc3c(c([Si](C)(C)C)c12)Cn1c-3cccc1=O | -4% | x | 27% | x | 3.6% | u | -1%
CCCCCCCCCC(=O)OCC(CO)OC(=O)CCCCCCCCC (configuration not stated) | 6%&4% | x | 21%&0% | x | 0.0%&-1.1% | -9%&-3% | 0%
O=C(NC1CCCc2ccccc21)C12CC3CC(CC(O)(C3)C1)C2 (configuration not stated) | 2% | 22% | 19% | -3%[46 µM] | 0.0% | -2% | 5%
Cc1ccc2nc(-c3ccc(NC(=O)c4ccco4)cc3)[nH]c2c1 | -4% | -1%[46.1 µM] | 26% | -14% | 0.9% | -1% | -3%
COc1ccc(CN2CC(C(=O)NCCCN3CCN(C)CC3)CC2=O)cc1 (configuration not stated) | 22%[38.3 µM] | 8%[46.1 µM] | -1% | 4% | -0.7% | 2% | -3%
COc1ccc(CNC(=O)CCCn2nc(C)c([N+](=O)[O-])c2C)cc1 | 11% | 8% | 0% | -5% | 0.0% | 0% | 6%
CCOC(=O)c1c(C)[nH]c(C(=O)COC(=O)c2ccccn2)c1C | -8%[38.3 µM] | -7%[46.1 µM] | -3% | u | -2.1% | -7% | 3%
CCCCOC(=O)c1ccc(N/C(=N\S(=O)(=O)c2ccccc2)c2ccccc2)cc1 | 17% | -42% | 7% | -4% | -0.9% | -1% | 2%
COc1ccc(OC)c(Nc2nc(-c3sc(N)nc3C)cs2)c1 | 14% | -19%[46.1 µM] | u | -15% | 0.0% | 0% | 0%
CCCN(Cc1ccccc1)C(=O)Nc1ccc2c(c1)nnn2C | -5%[38.3 µM] | -5%[46.1 µM] | 7% | u | -0.9% | 0% | 1%
CCOc1ccccc1-n1c(SCC(=O)N2CCCC2)nnc1-c1ccc(O)cc1 | -9%[38.3 µM] | -11%[46.1 µM] | 4% | u | -0.7% | 1% | 0%
Cn1c(C(=O)N2CCCC(C(=O)NCCCc3ccccc3)C2)cc2sccc21 (configuration not stated) | 37%[activator][38.3 µM] | -18%[46.1 µM] | 2% | u | -0.8% | -1% | 5%
COc1ccc(-c2csc(Nc3ccc(S(N)(=O)=O)cc3)n2)cc1OC | 7% | 8% | -14% | x | -0.2% | -6% | x
CC(C)NC(=S)N/N=C/c1ccccc1[N+](=O)[O-] | 4% | 0% | -21% | x | -1.8% | -4% | -1%
CC1CCN(C(=O)CSc2nc3ccccc3c(=O)n2Cc2ccc3c(c2)OCO3)CC1 | 6%[38.3 µM] | u | -12% | 3%[0.0737 µM] | -0.8% | 10% | 1%
O=C(N/N=C/c1ccccc1C(=O)O)C(=O)N1CCCCC1 | -2% | 14% | -1% | -6%[46 µM] | -1.1% | 11% | 3%
CCOC(=O)CNC(=O)c1cccs1 | -2% | 8%[46.1 µM] | 10% | -8% | 1.2% | 2% | -2%
O=c1[nH]ncc2c3ccccc3n(Cc3ccccc3)c12 | -8%[38.3 µM] | 5%[46.1 µM] | -2% | 0% | 0.0% | 0% | -5%
CCn1c(Cc2ccccc2)nnc1SCC(=O)Nc1ccc(N)cc1 | 24%[38.3 µM] | 6%[46.1 µM] | 1% | -11% | -0.1% | 3% | -2%
O=C(CSc1nc2ccccc2c(=O)n1NC(=O)c1ccccc1)c1ccccc1 | -7%[38.3 µM] | -21%[46.1 µM] | -5% | -1% | 0.0% | 4% | -8%
O=C(CCN1CCOCC1)Nc1ccc2c(c1)N(C(=O)CN1CCOCC1)c1ccccc1CC2 | 14%[38.3 µM] | 3%[46.1 µM] | 6% | 18% | -0.8% | 3% | 2%
O=C(c1cccs1)c1no[n+]([O-])c1C(=O)c1cccs1 | 17%[38.3 µM] | u | -12% | u | -0.7% | 3% | -3%
CC1Cc2nc(SCC(=O)OCc3ccccc3)n(C)c(=O)c2S1 (configuration not stated) | 27%[38.3 µM] | -2%[46.1 µM] | -6% | -4% | 0.0% | 2% | 1%
Cc1[nH]n(-c2ccc(F)cc2)c(=O)c1/C=N/c1sc2c(c1C#N)CCCC2 | 5%[38.3 µM] | 4%[46.1 µM] | -5% | 10% | -1.1% | 2% | -25%
c1ccc(Cc2nn3c(C4COc5ccccc5O4)nnc3s2)cc1 (configuration not stated) | 10% | -9%[46.1 µM] | -4% | -19% | -3.4% | 0% | 8%
CCCc1cc(-n2ccnc2)n2c(nc3ccccc32)c1C#N | -15%[38.3 µM] | 11%[46.1 µM] | 14% | u | u | 14% | 2%
CC(C)(C)C(=O)Nc1ccccc1C(=O)Nc1ccccn1 | 3% | 13%[46.1 µM] | -5% | -6% | 0.8% | 5% | 4%
CCCNC(=O)c1ccc(SCC(=O)N(CC)CC)c([N+](=O)[O-])c1 | -8% | -3% | 1% | x | 8.1% | 3% | 3%
